Compound activity deposited in PubChem by Sanford-Burnham Center for Chemical Genomics.
Apaf1 inhib = inhibitors of human Apaf-1 apoptosome | O14727 | reconstituted apoptosome caspase-3 activity, DEVD-Rh110 fluorescence | inhibition, % at 20 µM | 330,000 compounds, 0.71% hits; active means inhibition of at least 40% at 20 µM;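 further: plate controls were DMSO wells for no effect and DEVD-CHO caspase inhibitor wells for full effect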
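Assay system: Apoptosome proteins | Medium: pH 7.5 Hepes buffer with CHAPS, BSA, DTT | Also added: Cytochrome c and DEVD-Rh110 substrate | Times: 30 min plus 50 min, RT | Detection: Rhodamine 110 fluorescence at Ex 480/Em 540 nm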
Gli-Sufu block = blocks Gli-Sufu signaling in a luciferase reporter; Sufu-KO-LIGHT fibroblasts, Gli luciferase reporter luminescence; AID 588413; 340,000 compounds, 0.74% hits; inhibition, % at 5 µM;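 active means inhibition above about 55%, limit read from the data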;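 further: 0% = DMSO-treated cells and 100% = wells with medium but no cells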
697 NFkB inh = inhibitors of the PMA/ionomycin-induced NF-kB reporter in 697 B cells | 697 B-cell NF-kB luciferase reporter, 16 h | inhibition, % at 4 µM | 330,000 compounds, 0.33% hits | AID 435022; in the data active means inhibition above about 35%
SENP8 block = inhibitors of human SENP8 protease. Q96LD8. purified SENP8, Z-RLRGG-aminoluciferin cleavage, luminescence. inhibition, % at 10 µM. 330,000 compounds, 1.2% hits. AID 2540
Target sequence (Q96LD8 whole entry, looked up): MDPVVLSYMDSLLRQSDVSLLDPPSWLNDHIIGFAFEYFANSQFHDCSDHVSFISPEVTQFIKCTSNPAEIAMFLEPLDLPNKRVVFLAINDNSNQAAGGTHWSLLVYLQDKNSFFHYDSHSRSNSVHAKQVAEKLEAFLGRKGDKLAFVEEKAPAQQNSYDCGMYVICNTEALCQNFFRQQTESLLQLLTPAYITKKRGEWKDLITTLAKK
HKDC1 inhibitor = blocks human hexokinase HKDC1 activity | Q2TB90 | recombinant HKDC1, G6PDH/diaphorase resazurin coupled fluorescence | inhibition, % at 20 µM | 340,000 compounds, 0.16% hits | AID 493160;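 active means inhibition above about 35% when tested at 20 µM, limit read from the data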;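 further: plate controls were DMSO wells with enzyme for no effect and DMSO wells lacking enzyme for full effect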
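Incubation: 90 min at room temperature in dark / Material: recombinant HKDC1 (HK5) hexokinase enzyme, produced in-house / Quantity: enzyme 5 µg/mL final / Compound: one dose of 20 µM, 1% DMSO / Reagent: glucose and ATP substrates / Buffer or medium: Tris pH 8.0 buffer with MgCl2, Tween-20, BSA, BME / Technique: resorufin fluorescence at 613 nm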
Jurkat NFkB inh = inhibitors of the PMA/ionomycin-induced NF-kB reporter in Jurkat cells; 330,000 compounds, 0.53% hits; AID 435003; PMA/ionomycin-induced NF-kB luciferase reporter, luminescence; inhibition, % at 4 µM
SENP7 block = inhibitors of human SENP7 protease; Q9BQF6; recombinant SENP7, Z-RLRGG-aminoluciferin luminescence, 40 min; inhibition, % at 5 µM; 330,000 compounds, 1.5% hits;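 active means inhibition above about 50% at the single test dose, limit read from the data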;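 further: plate controls were DMSO with enzyme for no effect and no enzyme buffer wells for full effect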
Target sequence (Q9BQF6 706-1050 limits assumed): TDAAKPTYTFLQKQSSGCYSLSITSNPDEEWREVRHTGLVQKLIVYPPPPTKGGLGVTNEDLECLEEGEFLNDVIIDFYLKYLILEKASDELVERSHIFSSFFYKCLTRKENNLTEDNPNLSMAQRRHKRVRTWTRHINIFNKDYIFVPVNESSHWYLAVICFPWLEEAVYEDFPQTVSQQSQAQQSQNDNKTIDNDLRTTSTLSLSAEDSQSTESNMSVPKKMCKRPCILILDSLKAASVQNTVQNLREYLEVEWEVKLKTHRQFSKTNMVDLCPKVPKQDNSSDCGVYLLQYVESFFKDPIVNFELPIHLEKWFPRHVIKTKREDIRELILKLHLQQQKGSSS
UBC13 polyUb = human UBC13 polyubiquitination inhibition | P61088 | UBC13 polyubiquitin chain formation, TR-FRET | inhibition, % at 20 µM | 330,000 compounds, 0.47% hits; in the data active means inhibition above about 45%, passing the limit was not always enough
Target sequence (P61088 whole entry, looked up): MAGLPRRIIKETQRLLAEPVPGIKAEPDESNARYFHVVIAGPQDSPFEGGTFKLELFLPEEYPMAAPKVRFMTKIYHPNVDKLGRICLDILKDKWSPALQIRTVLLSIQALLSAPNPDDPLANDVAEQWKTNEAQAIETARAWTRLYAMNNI
The depositor's hits bear a star; nt = no result given. Unless noted, no stated cut-off is given here; in the data, active means inhibition above about 50%; inactive means the rest.

SMILES	Apaf1 inhib	Gli-Sufu block	697 NFkB inh	SENP8 block	HKDC1 inhibitor	Jurkat NFkB inh	SENP7 block	UBC13 polyUb
COc1ccc(C(=O)CC(=O)C(=O)Nc2ccc([N+](=O)[O-])cc2C)cc1	10	1	-20	6	2	-15	3	-15
CN(C(=O)Cn1nnc(-c2cccc(C(F)(F)F)c2)n1)C1CCCCC1	5	7	28	0	-6	-6	-2	7
Fc1ccc(COc2ccc(Cl)cc2/C=N/Nc2nc(N3CCCC3)nc(N3CCCC3)n2)cc1	8	-5	-27	-8	11	-10	-12	-38
CCn1c(SCC(=O)Nc2sc3c(c2C#N)CCC(C(C)(C)C)C3)nnc1-c1ccco1 (configuration not stated)	33	6	4	-4	-5	-7	-5	-1
C=CCNC(=O)c1ccc(-c2ccc([N+](=O)[O-])cc2)o1	-17	-19	-14	0	11	2	2	-13
Cc1ccc(NC(=O)C2COc3ccccc3O2)cc1 (configuration not stated)	-2	-7	9	0	-4	-73	-22	-6
Cn1c(C(=O)N/N=C/c2ccccc2)cc2ccccc21	-7	-53	-92	-7	-3	-28	-3	-1
COc1cccc(NC(=O)CSc2nnc(-c3ccc(C)cc3)o2)c1	0	-22	-30	-9	-4	-185	-12	-1
COc1ccc(OC)c(C(=O)c2ccccc2)c1	-15	1	2	-3	-7	3	0	-2
CCN(CC(=O)Nc1c(F)cccc1F)C(=O)c1ccc(S(=O)(=O)N2CCCC2)cc1	11	-20	-7	-12	-2	3	-13	-4
O=c1c2[nH]c3ccccc3c2ncn1Cc1ccccn1	-1	-1	16	1	-7	4	3	10
N#Cc1cccn1-c1nccc(-c2cccs2)n1	-9	10	-15	-4	-3	-25	5	6

Another view of some results above.
Results follow in this order: Apaf1 inhib, Gli-Sufu block, 697 NFkB inh, SENP8 block, HKDC1 inhibitor, Jurkat NFkB inh, SENP7 block, UBC13 polyUb
> CCN(CC(=O)Nc1c(F)cccc1F)C(=O)c1ccc(S(=O)(=O)N2CCCC2)cc1
    11, -20, -7, -12, -2, 3, -13, -4
> O=c1c2[nH]c3ccccc3c2ncn1Cc1ccccn1
    -1, -1, 16, 1, -7, 4, 3, 10
> N#Cc1cccn1-c1nccc(-c2cccs2)n1
    -9, 10, -15, -4, -3, -25, 5, 6

Next entries:
SMILES	Apaf1 inhib	Gli-Sufu block	697 NFkB inh	SENP8 block	HKDC1 inhibitor	Jurkat NFkB inh	SENP7 block	UBC13 polyUb
COc1ccc2oc(C(=O)OCC(=O)NCc3ccccc3OC)c(C)c2c1	-4	1	-6	-1	-3	-2	14	1
Cc1ccc(NC(=O)CSc2nc3ccccc3c(=O)n2CCCN2CCCCC2)cc1C	55*	11	-13	-11	4	-6	-4	19
Cc1csc2c(C#N)c(=O)c3c(n12)CCC3	0	6	7	2	-6	-7	9	9
CC(C)C(c1nnnn1C1CCCC1)N1CCCc2ccccc21 (configuration not stated)	4	5	7	7	3	3	1	7
Cc1c(NC(=O)C(C)N(c2ccccc2)S(C)(=O)=O)c(=O)n(-c2ccccc2)n1C (configuration not stated)	-6	5	14	-10	-8	-11	-2	-5
COc1ccc(N(C)C(=O)CCC(=O)Nc2ccc3nc(N4CCOCC4)cc(C)c3c2)c(OC)c1	11	5	-2	0	9	-7	3	8
CCCN1CCc2c(sc3nc(SCC)n(-c4ccc(OC)cc4)c(=O)c23)C1	8	2	-1	2	-1	4	0	1
C=CCn1c(SCC(=O)c2cc(C)n(C(C)COC)c2C)nc2sc(C)c(C)c2c1=O (configuration not stated)	14	8	12	1	1	20	-1	3
CC1CCC(C(C)C)C(OCC[N+](C)(C)C)C1 (configuration not stated)	-16	3	-4	1	-6	-13	-2	0
CC(OC(=O)c1ccc(Cl)cc1)C(=O)NCC1CCCCC1 (configuration not stated)	-6	-2	31	3	3	21	10	-13
CC(=O)Nc1ccc(S(=O)(=O)c2ccc(C)cc2)cc1	10	8	-11	-3	1	-17	3	-1
OC(COc1ccccc1)CSc1ncn[nH]1 (configuration not stated)	-8	8	13	5	0	-3	11	9
Fc1ccccc1-n1c(-c2ccc3ccccc3n2)n[nH]c1=S	-23	-12	-17	3	-2	-4	2	22
CN1CCN(C/C(=C2/N=C(c3ccccc3)OC2=O)N(C)C)CC1	-8	0	-1	-9	-9	-3	-1	2
CCOc1ccc(NC(=S)N2CCc3cc(OC)c(OC)cc3C2COc2ccc3c(C)cc(=O)oc3c2)cc1 (configuration not stated)	6	-5	20	-4	-5	0	5	0
O=C(COC(=O)c1ccc(Cl)nc1)Nc1cccc(S(=O)(=O)N2CCCCC2)c1	5	31	12	3	-1	-7	7	3
Cc1ccc(-n2c(-c3cccs3)nc3nc4ccccc4nc32)cc1	11	nt	-18	-3	nt	-10	8	22
CCOC(=O)c1ccc(N=NN(C)C)cc1	-8	-33	-39	-6	3	-52	10	-5
N#C/C(=C\c1c(Oc2ccccc2F)nc2ccccn2c1=O)C(=O)NC1CCS(=O)(=O)C1 (configuration not stated)	0	-12	18	3	-2	-2	-3	6
CC(C)=CCN1CCN(Cc2cnc(C)s2)CC1CCO (configuration not stated)	1	6	10	2	-2	15	-6	2
CN1CCN(C2Cc3cc(Cl)ccc3Sc3cc(F)ccc32)CC1 (configuration not stated)	20	10	-2	-3	18	-8	-5	28
Cc1nc2cc(NC(=O)NC(C)(C)C)ccc2n1C	-11	-12	-27	1	7	0	1	1
CC(=O)c1ccc(NC(=S)NCc2ccco2)cc1	-6	-10	-12	3	-10	-12	8	-6
c1cncc(-c2cn(C[C@H]3CC[C@@H]([C@@H]4CC[C@H](Cn5cc(-c6cccnc6)nn5)O4)O3)nn2)c1	1	0	11	-2	-3	20	2	-4
C=CCOc1ccc(/C=C/C(=O)OCC(=O)NC2CCCCCC2)cc1	6	nt	23	-2	-5	-1	5	3
C[C@H]1C=C(C(=O)NCc2nc3ccccc3[nH]2)O[C@@H](OCc2ccc(CO)cc2)C1	-1	-14	15	-7	-6	-6	-1	1
COc1ccc(N2C(=S)NC3CS(=O)(=O)CC32)cc1 (configuration not stated)	-15	-8	5	0	-8	-22	7	1
O=C(CN1C(=O)NC2(CCCCC2)C1=O)Nc1cccc(Cl)c1Cl	-12	27	9	2	-4	4	5	1
CCc1cc2cc(C)ccc2nc1SCC(=O)NNC(=O)c1ccco1	2	16	16	-6	-3	-1	8	-2
CCOC(=O)c1c(C)[nH]c(C(=O)Cn2nnc(-c3ccccc3)n2)c1C	-3	20	21	13	2	23	-4	2
CCN(CC)CCNC1=NCCn2c1cc1cc(OC)ccc12	10	15	-19	-4	-1	-18	-8	2
COc1cc(NC(=O)c2ccccc2OCc2ccccc2)cc(OC)c1OC	18	14	17	4	-17	18	-2	5
OC(COc1ccc(Cl)cc1)CN1C2=NCCCN2c2ccccc21 (configuration not stated)	27	11	-34	-10	4	-8	-13	1
Cc1ccc(-n2nc3c(c2NC(=O)/C=C\c2ccc4c(c2)OCO4)CSC3)cc1	14	12	-25	-7	-5	-34	-12	-32
CCn1cc(C(=O)NCCCO)c(=O)c2cc(F)c(N3CCN(C)CC3)cc21	-4	0	-2	1	4	-19	2	4
COc1ccc2[nH]cc(C(O)CN3CCN(c4ccccc4F)CC3)c2c1 (configuration not stated)	21	10	-11	-19	-3	-4	-8	0

The list goes on, overlapping the part above by 3 compounds.
SMILES	Apaf1 inhib	Gli-Sufu block	697 NFkB inh	SENP8 block	HKDC1 inhibitor	Jurkat NFkB inh	SENP7 block	UBC13 polyUb
Cc1ccc(-n2nc3c(c2NC(=O)/C=C\c2ccc4c(c2)OCO4)CSC3)cc1	14	12	-25	-7	-5	-34	-12	-32
CCn1cc(C(=O)NCCCO)c(=O)c2cc(F)c(N3CCN(C)CC3)cc21	-4	0	-2	1	4	-19	2	4
COc1ccc2[nH]cc(C(O)CN3CCN(c4ccccc4F)CC3)c2c1 (configuration not stated)	21	10	-11	-19	-3	-4	-8	0
COc1ccc(CNC(=O)CCS(=O)(=O)c2ccc3c(c2)NC(=O)C(C)S3)cc1 (configuration not stated)	3	-4	6	-6	-7	9	8	0
Cc1cc(C)c(S(=O)(=O)c2cc(F)ccc2C)c(Cl)n1	1	nt	0	5	0	-8	5	9
COP1(=O)C=C[C@H](N(Cc2ccccc2)S(=O)(=O)c2ccccc2[N+](=O)[O-])[C@@H](C)O1 (some centres not stated)	-5	0	11	3	1	9	-1	4
CCS(=O)(=O)c1nc2ccccc2n1Cc1ccccc1Cl	5	-6	10	2	-2	0	1	6
COc1ccc(CCNS(=O)(=O)c2cccc([N+](=O)[O-])c2)cc1OC	-8	-6	17	-6	-1	13	2	1
CCc1cc2c(=O)[nH]c(N3CCCC3)nc2s1	-4	-15	-17	1	-1	-26	5	-1
CC1(C(=O)NNC(=O)c2ccc([N+](=O)[O-])cc2)CC1(Br)Br (configuration not stated)	3	-3	-6	-19	-4	2	-17	-6
O=C(c1cccs1)N(CCN1CCCCC1)CC1CCCN(C2CCCC2)C1 (configuration not stated)	12	8	-58	5	-3	-53	-1	-1
O=C(NC(=S)Nc1cccc2cccnc12)c1ccccc1	4	11	-34	-16	-2	-39	3	-6
Cc1ccc2c(c1)N(Cc1cccc(Cl)c1)C(=O)c1cccnc1O2	11	1	-26	-14	-8	-15	-6	3
NS(=O)(=O)c1ccc(CCNC(=O)c2ccncc2)cc1	3	-16	4	-4	-6	-25	-4	5
Cc1oc(-c2ccc(Cl)cc2)nc1CS(=O)CC(=O)NCCCN1CCN(Cc2ccccc2)CC1 (configuration not stated)	11	39	-9	7	-3	65*	-4	1
O=C(CCC(=O)N1CCSc2ccccc21)NCc1cccc(Cl)c1	9	0	-8	-17	7	4	-13	8
CC1=NOC(=O)/C1=C/c1ccc2c(c1)OCO2	12	5	-6	-7	-1	-8	-9	-14
O=C(NC1CCCCC1)C1CCN(c2nnnn2-c2ccccc2)CC1	0	5	21	1	-8	6	-1	-2
CCc1cccc(C)c1NC(=S)N1CCCC1C(=O)O (configuration not stated)	-7	2	-13	-6	11	-1	-3	0
COC(=O)c1c(NC(=O)C2CC=CCC2C(=O)O)sc2c1CCCCC2 (configuration not stated)	12	-4	2	-8	-1	5	-17	-2
Cc1ccc(NC(=O)COC(=O)c2ccc(OCc3c(C)noc3C)cc2)cc1S(=O)(=O)N1CCOCC1	4	-8	4	-6	-7	2	12	-2
CCC(C)c1ccc(NC(=O)c2cccs2)cc1 (configuration not stated)	16	-127	-381	87*	-8	-187	84*	-9
O=C(CCCl)N(Cc1nc2ccccc2c(=O)[nH]1)Cc1cccs1	-3	2	-8	1	-1	6	6	7
CC1=CCP(=O)(c2ccccc2)C1 (configuration not stated)	9	5	22	-3	-8	-8	5	1
O=c1[nH]c2ccc(Br)cc2c(-c2ccccc2)c1CN1CCOCC1	24	0	-11	3	21	-2	4	-36
Cc1ccccc1C(=O)c1cccn1CC(=O)N1CCCCC1	12	-5	-3	-2	-3	2	7	-4
CCc1nnc(NC(=O)c2oc3ccc(Br)cc3c2C)s1	4	-66	-121	-5	-3	-32	4	5
O=C(O)CCn1cc(/C=C2\NC(=S)N(c3ccccc3)C2=O)c(-c2ccc(Br)cc2)n1	9	-7	9	1	3	4	7	-10
COc1cc(C(=S)N2CCCC2)ccc1OS(=O)(=O)c1ccc(NC(C)=O)cc1	10	18	-12	5	1	17	12	-11
COC(=O)c1ccc(NC(=O)Cn2nc(C(=O)Nc3ccc(C)cc3)ccc2=O)cc1	21	-4	-2	4	-2	-3	6	-7
Cc1nc(S(=O)(=O)Cc2ccccc2Cl)nc2c1CCC2	-37	4	3	-5	-12	0	4	8
